HTR5A ag ctr: HTR5A agonism, opioid heterodimer counter-screen | 0.61% of 340,000 active | HTR5A agonist assay, luminescence, cell-based | activation, % at 9.3 µM | AID 504692; in the data active = activation mostly above about 9.5%, no sharp cut-off; inactive = mostly below about 7.6%;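 note: 0% = cells with vehicle only and 100% = reference agonist; strong numbers were not always called active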
Target sequence (P47898 whole entry, looked up): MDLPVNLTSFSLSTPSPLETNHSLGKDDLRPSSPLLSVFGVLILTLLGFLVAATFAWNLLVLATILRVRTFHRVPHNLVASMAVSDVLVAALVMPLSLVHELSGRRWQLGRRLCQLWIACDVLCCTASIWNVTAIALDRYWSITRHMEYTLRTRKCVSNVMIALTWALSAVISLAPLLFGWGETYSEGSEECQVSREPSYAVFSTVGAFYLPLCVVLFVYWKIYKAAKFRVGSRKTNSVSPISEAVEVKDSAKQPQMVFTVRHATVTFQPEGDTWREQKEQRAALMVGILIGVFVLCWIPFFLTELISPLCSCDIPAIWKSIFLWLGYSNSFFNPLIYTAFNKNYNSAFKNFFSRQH
MOR-DOR inv ag: inverse agonist of human OPRM1-OPRD1 heterodimerization; P35372+P41143; cell-based MOR-DOR heterodimer luminescence, inverse agonism; inhibition, % at 9.3 µM; 0.21% of 340,000 active; AID 504357; in the data active = inhibition above about 22%, passing the limit was not always enough;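 note: 0% = cells with DMSO and 100% = wells without cells with DMSO; values of inactives mirror those of a sister screen read the other way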
V-ATPase pHluor: regulators of yeast V-ATPase proton transport | AID 504577 | S. cerevisiae, pHLuorin cytosolic pH fluorescence | response, % at 10 µM | 0.37% of 350,000 active; in the data active = response mostly above about 7.3%, no sharp cut-off; inactive = mostly below about 5.4%; note: actives read high; inactives centre near 0; some compounds called inactive have numbers as strong as hits; reference of the scale not given here
HTR5A inv ctr: inverse agonist of human HTR5A in OPRM1-OPRD1 counter-screen | inhibition, % at 9.3 µM | 0.083% of 340,000 active | HTR5A cell line, luminescence, inverse agonism | AID 504634 | P47898; in the data active = inhibition mostly above about 23%, no sharp cut-off; inactive = mostly below about 18%;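 note: 0% = cells with DMSO and 100% = no-cell wells with DMSO; some compounds called inactive have numbers as strong as hits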
PKA-R1A act: activates the PKA-R1A holoenzyme complex; P00514+P68181; PKA-R1A dissociation, Cy5-IP20 fluorescence polarization; scaled: DMSO 0%, 113 µM cGMP 100%; activation, % at 11.4 µM; 0.083% of 340,000 active;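 active = percent activation above the mean of all tested compounds plus 3 SD, cut at about 19% in these data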;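 note: higher means more PKAc released from R1A so a rise in polarization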
DSG3 Ab inh: blocks pemphigus antibody binding to human desmoglein-3 | DSG3-coupled beads, scFv-anti-DSG3-GFP binding, flow cytometry; stronger effect = lower value | binding (percent of control), % at 10 µM | 0.48% of 310,000 active;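 active = binding more than 3 SD below its plate's average and above zero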;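 note: hits lower antibody fragment binding to DSG3; some compounds called inactive have numbers as strong as hits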
Arr AP2 block: inhibitors of human beta-arrestin and AP2 interaction; 0.31% of 340,000 active; inhibition, % at 10 µM; FITC-arrestin peptide / GST-AP2 beads, flow cytometry; AP2 beta2 appendage carries R879A mutation;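 active = inhibition above a set limit, near 3 SD of compounds lacking own fluorescence, cut at about 54% in these data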;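 note: plate controls were DMSO wells for no effect and 5 µM unlabelled arrestin peptide for full effect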
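Test system: GST-tagged AP2 beta2-adaptin appendage (R879A) on 4 µm glutathione beads; also added: fluorescein-tagged arrestin peptide at 50 nM final; timing: 12 min plus 1 h, RT; signal: flow cytometry, FL1 (488/535 nm); read-out: percent drop in bead-associated FITC signal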
DAGLB inhibitor: blocks human DAGLB lipase activity | Q8NCG7 | inhibition, % at 5.17 µM | 0.059% of 340,000 active | HEK293T DAGLB membrane lysate, EnzChek fluorogenic substrate | AID 504411; in the data active = inhibition above about 34%;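 note: 0% = enzyme with vehicle and 100% = wells lacking enzyme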
MOR-DOR ag: agonists of human mu-delta opioid receptor heterodimerization | cells, OPRM1-OPRD1 heterodimerization, luminescence | P35372+P41143 | 0.3% of 340,000 active | activation, % at 9.3 µM; in the data active = activation above about 18%;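 note: 0% = vehicle-treated cells and 100% = reference agonist; values of inactives mirror those of a sister screen read the other way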
PKA-R2B act: activates the human PKA-R2B holoenzyme complex. 0.079% of 340,000 active. PKA-R2B holoenzyme dissociation, Cy5-IP20 fluorescence polarization; R2B truncated from residue 108, S112A mutant; 0% DMSO only, 100% 113 µM cGMP. activation, % at 11.4 µM. P22694+P31323. AID 504700;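 active = activation above a cutoff set at the mean over all compounds plus 3 SD, cut at about 18% in these data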;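 note: higher means more holoenzyme dissociation and a rise in polarization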
Target sequence (P31323 whole entry, looked up, other chains not shown, the tested form may be a part): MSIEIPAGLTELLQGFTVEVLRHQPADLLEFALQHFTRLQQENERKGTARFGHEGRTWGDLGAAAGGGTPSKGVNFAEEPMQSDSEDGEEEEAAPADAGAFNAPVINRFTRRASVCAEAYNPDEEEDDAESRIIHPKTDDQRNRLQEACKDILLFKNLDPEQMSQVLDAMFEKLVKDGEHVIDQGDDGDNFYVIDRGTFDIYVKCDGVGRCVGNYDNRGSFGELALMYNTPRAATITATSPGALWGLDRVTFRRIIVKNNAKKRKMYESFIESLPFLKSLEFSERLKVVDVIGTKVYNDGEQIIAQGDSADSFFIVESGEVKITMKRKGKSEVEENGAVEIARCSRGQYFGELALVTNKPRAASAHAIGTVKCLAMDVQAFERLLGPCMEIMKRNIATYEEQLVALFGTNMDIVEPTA
* hit, by the source's call; · = no result given.

Order of results – HTR5A ag ctr | MOR-DOR inv ag | V-ATPase pHluor | HTR5A inv ctr | PKA-R1A act | DSG3 Ab inh | Arr AP2 block | DAGLB inhibitor | MOR-DOR ag | PKA-R2B act
> Cc1c(Cl)cccc1NC(=S)N(CCCN1CCOCC1)Cc1cccs1
  0 | 15 | -4 | 35 | 2 | 83 | 5 | -3 | -3.0 | -3
> COc1cccc(OC)c1C(=O)n1nc(C)cc1C
  1 | 5 | -6 | -31 | -3 | 93 | -9 | 0 | -1.0 | 5
> O=C(CSc1nnc(-c2ccc(Cl)cc2)o1)N1CCOCC1
  -5 | -17 | -2 | -4 | 3 | 99 | 21 | -2 | 2.1 | 2
> CC(=O)Nc1nnc(SCC(=O)Nc2ccc(N3CCOCC3)c(Cl)c2)s1
  3 | 16 | -2 | -8 | -6 | 90 | -11 | 2 | -3.1 | -5
> Oc1ccc(N2CCN(C(=S)NCCc3ccccc3)CC2)cc1
  -5 | -28 | -4 | 12 | -11 | 99 | 27 | 0 | 5.0 | -1
> CN(C(=O)c1cccc(NC(=O)Cc2ccc(NC(=O)C3CCN(C(=O)C4CCC4)CC3)cc2)c1)C1CCCC1
  2 | 6 | 3 | -6 | -5 | 98 | 35 | -1 | -1.3 | -3
> O=C(N/N=C\c1cc(Br)ccc1O)c1ccc(S(=O)(=O)N2CCCCC2)cc1
  5 | -46 | 3 | -4 | -7 | 94 | 8 | 2 | 6.8 | -1
> CCn1c(=O)cc(SCC(=O)NCc2ccco2)c2ccccc21
  1 | 3 | 9 | -5 | -1 | 96 | 5 | 1 | -0.5 | 7
> Oc1ccc(C2N=C(c3ccccc3)NC(c3ccccc3)=N2)cc1
  2 | 4 | 3 | -6 | -1 | · | -2 | -2 | -0.7 | -11
> COc1ccc(-n2ncc3c(NCc4cccnc4)ncnc32)cc1
  -2 | 1 | 1 | 9 | -3 | 103 | -11 | 2 | -0.1 | 1
> CCc1ccc(S(=O)(=O)Nc2cc3c(cc2C)n(C)c(=O)n3C)cc1
  2 | -6 | 5 | -10 | -8 | 97 | 7 | 0 | 1.1 | 5
> O=C(CN1CCN(c2ccccc2F)CC1)c1ccc(O)cc1O
  0 | 3 | 4 | -17 | 7 | 103 | 9 | 3 | -0.6 | 0
> Cc1ccc(C)c(Oc2cc(NC(=O)CCCn3nc(C)c([N+](=O)[O-])c3C)cc([N+](=O)[O-])c2)c1
  3 | -4 | -3 | 0 | -15 | 93 | 1 | -5 | 0.7 | -6
> O=C(Cn1cc2c(n1)CCCCC2)NCc1ccccn1
  -1 | 18 | -2 | 3 | -6 | 109 | 10 | 0 | -3.5 | -11
> COc1c(Cl)cc(Cl)cc1C(=O)Nc1ccc(NC(=O)c2cccs2)cc1
  3 | -7 | -4 | -6 | -5 | 97 | 8 | -4 | 1.2 | -4
> CC(C)Cc1nnc(NC(=O)CCC(=O)NC2CCCC2)s1
  -1 | 4 | -2 | 1 | 2 | 97 | -19 | 1 | -0.8 | -6
> CCc1ccc(NC(=O)NCCN2CCc3ccccc3C2)cc1
  2 | 11 | 0 | -2 | 0 | 95 | 19 | 0 | -2.5 | -3
> COc1ccc(-c2[nH]ncc2/C=N\NC(=O)c2ccc(C(C)(C)C)cc2)cc1OC
  1 | 13 | -1 | -3 | -11 | 103 | 28 | 0 | -2.5 | -4
> Cn1c(-c2ccccc2Br)n[nH]c1=S
  -2 | 15 | 0 | -26 | -15 | 100 | -8 | -1 | -2.5 | -4
> COc1cc2c(-c3cc(F)cc(F)c3)c(-c3ccsc3)oc(=O)c2cc1OC
  -4 | 11 | -2 | 14 | 4 | 103 | 6 | 1 | -2.3 | -2
> COc1cc(C(=O)NC2CCCc3ccccc32)cc(OC)c1C (stereo unspecified)
  0 | 2 | 3 | 0 | -11 | 85 | 15 | -8 | -0.3 | 8
> Cc1cc(Cl)ccc1OCC(=O)NCC(c1cccs1)N1CCOCC1 (stereo unspecified)
  -4 | -7 | -2 | 11 | -6 | 100 | 0 | -3 | 1.1 | 1
> O=C(NCCn1ccc2ccccc21)c1ccc(S(=O)(=O)N2CCCCC2)cc1
  6 | -1 | 1 | -19 | 0 | 106 | 14 | -3 | 0.2 | 3
> Cc1cc(=O)oc2c(CN3CCCCC3)c(O)c(Cl)cc12
  -3 | -5 | · | 1 | 7 | 104 | -10 | -1 | 0.9 | 1
> Cc1ccc(S(=O)(=O)N(CC(O)CN2CCOCC2)c2cccc([N+](=O)[O-])c2)cc1 (stereo unspecified)
  1 | 18 | 2 | -13 | 5 | 100 | -16 | 0 | -3.6 | 2
> CCOc1cccc(-n2nnnc2-c2ccc(OC)cc2)c1
  -1 | 5 | -1 | -12 | -1 | · | 0 | -4 | -0.8 | 4
> NC(=O)C1CCN(C(=O)C2CCC(=O)N(Cc3ccc(Cl)cc3)C2)CC1 (stereo unspecified)
  1 | 15 | 2 | -16 | 1 | 108 | -13 | -1 | -2.7 | 11
> O=C(CSc1nc2c(c(C(F)(F)F)n1)CCc1ccccc1-2)NCc1ccco1
  1 | -5 | 3 | 1 | 8 | 102 | -3 | -3 | 0.8 | 1
> COc1cc(NC(=O)CN(C)S(=O)(=O)c2ccc(C)cc2)cc(OC)c1
  -5 | -18 | 1 | 0 | 0 | · | 17 | -3 | 2.9 | -4
> COC(=O)C1=C(C)N(C2CCCC2)C(=O)C1(NC(C)=O)C(F)(F)F (stereo unspecified)
  -2 | 14 | -2 | 5 | 6 | 102 | 2 | -4 | -3.4 | -6
> N#C/C(=C\Nc1ccccn1)S(=O)(=O)c1ccc(Cl)cc1
  3 | 7 | 0 | -16 | -17 | 120 | 1 | 1 | -1.4 | -7
> c1ccc(-c2nnc3sc(Cc4cccs4)nn23)cc1
  0 | 17 | -2 | -18 | -5 | 98 | 4 | -1 | -3.2 | 1
> Cc1onc(C(=O)NCc2ccc(F)cc2)c1[N+](=O)[O-]
  2 | 12 | 0 | -4 | -2 | 84 | 1 | 2 | -2.4 | 11
> CCOC(=O)c1sc(NC(=O)CSC(=S)N2CCN(C)CC2)nc1C
  -6 | -5 | 1 | 4 | 2 | 107 | 15 | 3 | 1.0 | -3
> CC(=O)c1ccc2c(c1)Nc1ccccc1S2
  8 | -61 | 3 | -20 | -5 | 102 | 7 | 9 | 12 | 1
> CCCC(=O)Nc1ccccc1NC(C)=O
  -1 | 8 | -4 | -6 | -13 | · | 4 | -1 | -1.2 | 0
> CCC(C(=O)Nc1cc(C(=O)Nc2cc(C)ccn2)ccc1Cl)c1ccccc1 (stereo unspecified)
  7 | 5 | -1 | -18 | 1 | 110 | 28 | -5 | -0.9 | -6
> O=C(NC(Cc1ccccc1)C(=O)O)/C(=C\c1ccco1)NC(=O)c1ccccc1 (stereo unspecified)
  -2 | 16 | 2 | 7 | -5 | 105 | 1 | 3 | -3.0 | -8
> CSc1sc(C(=O)O)c2c1C(=O)CC(C)(C)C2
  2 | -3 | 8 | -19 | 0 | 95 | 4 | -3 | 0.6 | -3
> O=C(O)c1cccc(NC(=O)c2cn(-c3ccccc3)nc2-c2cccc(Br)c2)c1
  -1 | 10 | -2 | 2 | -13 | 102 | 6 | 1 | -2.1 | -3
> CN(C)c1ccc(/C=N/NC(=O)CCc2nc3ccccc3[nH]2)cc1
  0 | 18 | -2 | -5 | 2 | 117 | 27 | -3 | -3.7 | -6
> CN(C)CCNc1nc(S(=O)(=O)c2ccccc2)c(Cl)s1
  -4 | 8 | -4 | 8 | 4 | 104 | 16 | 0 | -1.6 | 10
> CCOC(=O)Cc1c(C)nc2c(-c3ccccc3OC)c(C)nn2c1C
  3 | -7 | 0 | -39 | -4 | 77 | -6 | 1 | 1.2 | -1
> Cc1ccc(C)c(N(CC(=O)NC2CCCC2)C(=O)CNC(=O)c2cccs2)c1
  3 | 0 | -6 | 2 | 5 | 102 | 25 | 0 | 0.0 | 3
> N=c1oc2ccccc2cc1C(=O)Nc1ccc(F)cc1
  -4 | -1 | 0 | 14 | 1 | 93 | 44 | 3 | 0.3 | 3
> C[C@@H]1CN([C@H](C)CO)S(=O)(=O)c2ccc(Br)cc2O[C@@H]1CN(C)Cc1ccc(C(=O)O)cc1
  · | · | 2 | · | 2 | · | · | 2 | · | 2
> O=[N+]([O-])c1cccc(/C([O-])=C(/C(=S)Nc2cccc3ccccc23)[n+]2ccccc2)c1
  8 | -6 | 1 | -2 | 1 | 101 | 8 | 3 | 1.2 | 13
> CC(C)(C)C(=O)Nc1ccc(C(=O)COC(=O)C2CC2)cc1
  6 | -18 | 3 | -11 | 2 | 118 | 5 | -4 | 2.7 | -2
> c1cnc2c(OCc3cn4cccnc4n3)cccc2c1
  -1 | 19 | -1 | 4 | -7 | 97 | -4 | -1 | -3.4 | 4
> CCOC(=O)c1sc(NC(=O)Nc2ccccc2Cl)cc1C
  7 | -39 | 2 | -25 | 3 | 116 | -1 | -5 | 7.3 | -11
> COc1ccc(-c2cc(=O)oc3cc(OCC(=O)N(C)C4CCS(=O)(=O)C4)ccc23)cc1 (stereo unspecified)
  4 | 6 | -10 | -15 | -12 | 99 | 6 | 0 | -1.1 | -7
> COc1cc(C(=O)Nc2cccc(-c3cn4cccnc4n3)c2)cc(OC)c1OC
  -3 | -1 | -1 | -45 | -5 | 110 | -8 | -2 | 0.2 | -10
> COC(=O)Cc1ccc(NC(=S)Nc2cccc(C)n2)cc1
  7 | 6 | 1 | 8 | -10 | 99 | -8 | -1 | -1.1 | -1
> O=C(Nc1nc(-c2ccccn2)cs1)c1cc(Cl)ccc1[N+](=O)[O-]
  -12 | 20 | 7 | 13 | -5 | 135 | -8 | 8 | -3.9 | 0
> COc1nc(NCC(C)C)nc(Oc2ccc(OCc3ccccc3)nn2)n1
  1 | -14 | 0 | -11 | -7 | · | 1 | 0 | 2.9 | -8
> Cc1cc(C)c(S(=O)(=O)N2CCN(c3ccccn3)CC2)c(C)c1
  0 | 3 | 4 | 9 | 9 | 90 | 15 | -4 | -0.4 | -7
> Nc1ccn(C2OC(COC(=O)C34CC5CC(CC(C5)C3)C4)C(O)C2O)c(=O)n1 (stereo unspecified)
  0 | 16 | -3 | 1 | -1 | 92 | 41 | -3 | -3.6 | -3
> O=C(CCN1C(=O)C2C3C=CC(C3)C2C1=O)Nc1ccc(F)cc1 (stereo unspecified)
  1 | 6 | -4 | -11 | -4 | 117 | 4 | -2 | -1.2 | -5
> Clc1ccc(-c2nnc(CSc3nnc(-c4cccs4)o3)o2)cc1
  -7 | 7 | -2 | 17 | 9 | 98 | 31 | -8 | -1.4 | 3
> O=C(Nc1ccccc1)c1ccc(NCc2ccco2)c(S(=O)(=O)N2CCOCC2)c1
  5 | -5 | 1 | 0 | 3 | 107 | 15 | 2 | 0.9 | 2
